ARFGAP1 inh: inhibitors of rat ARFGAP1 | AID 651572 | Arfgap1-stimulated ARF1 GTP hydrolysis, GDP FP detection | inhibition, % at 16.5 µM | Q62848 | hit rate 0.26% among 360,000;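 active = inhibition above a per-plate limit, mean inhibition of low control wells plus 3 SD, cut at about 25% in these data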;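 also: 0% = DMSO wells with enzyme and 100% = wells lacking Arfgap1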
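Replicates: Single well per compound | Assay system: Truncated rat Arfgap1 GAP domain | Control set: No-Arfgap1 wells (100%) versus DMSO full-reaction wells (0%) | Times: Enzyme reaction 120 min at 25 °C after 20 min preincubation | Reagent: Human ARF1(Δ1-17)-GTP substrate | Measured by: Tracer-displacement fluorescence polarization with EDTA stop, 620/688 nm | Measure: Percent inhibition of Arfgap1-stimulated GTP hydrolysis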
DDE Tn7 FP inh: disrupts Tn7 cyclic peptide binding to fibrin D-Dimer-E complex; P02675; FP displacement of FITC-Tn7 peptide from fibrin DD(E); 0% = median of compound wells per plate; inhibition, % at 8.3 µM; hit rate 0.13% among 370,000;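 active = inhibition above the mean of compounds falling within the control limits plus 3 SD of them, cut at about 14% in these data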;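 also: 0% = plate median of compound wells and 100% = 10 µM Aha-Tn7 peptide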
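Test system: human clot-derived fibrin DD(E) complex / Quantity: 2 µM final DD(E) protein / Incubation: 10 min plus 3 h, room temperature / Measured by: fluorescence polarization / Benchmarks: high control of 10 µM Aha-Tn7 peptide / Replicates: singlicate testing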
UHRF1 MBD2 ctr: blocks human UHRF1 binding to methylated DNA; AID 687016; UHRF1 binding to methylated oligo, TR-FRET; inhibition, % at 4.4 µM; hit rate 0.75% among 370,000; in the data active = inhibition above about 21%;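 also: UHRF1 SRA domain binding a hemimethylated CpG hairpin DNA probe; 0% = median of test compound wells and 100% = reference inhibitor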
Target sequence (Q96T88 whole entry, looked up, the tested form may be a part): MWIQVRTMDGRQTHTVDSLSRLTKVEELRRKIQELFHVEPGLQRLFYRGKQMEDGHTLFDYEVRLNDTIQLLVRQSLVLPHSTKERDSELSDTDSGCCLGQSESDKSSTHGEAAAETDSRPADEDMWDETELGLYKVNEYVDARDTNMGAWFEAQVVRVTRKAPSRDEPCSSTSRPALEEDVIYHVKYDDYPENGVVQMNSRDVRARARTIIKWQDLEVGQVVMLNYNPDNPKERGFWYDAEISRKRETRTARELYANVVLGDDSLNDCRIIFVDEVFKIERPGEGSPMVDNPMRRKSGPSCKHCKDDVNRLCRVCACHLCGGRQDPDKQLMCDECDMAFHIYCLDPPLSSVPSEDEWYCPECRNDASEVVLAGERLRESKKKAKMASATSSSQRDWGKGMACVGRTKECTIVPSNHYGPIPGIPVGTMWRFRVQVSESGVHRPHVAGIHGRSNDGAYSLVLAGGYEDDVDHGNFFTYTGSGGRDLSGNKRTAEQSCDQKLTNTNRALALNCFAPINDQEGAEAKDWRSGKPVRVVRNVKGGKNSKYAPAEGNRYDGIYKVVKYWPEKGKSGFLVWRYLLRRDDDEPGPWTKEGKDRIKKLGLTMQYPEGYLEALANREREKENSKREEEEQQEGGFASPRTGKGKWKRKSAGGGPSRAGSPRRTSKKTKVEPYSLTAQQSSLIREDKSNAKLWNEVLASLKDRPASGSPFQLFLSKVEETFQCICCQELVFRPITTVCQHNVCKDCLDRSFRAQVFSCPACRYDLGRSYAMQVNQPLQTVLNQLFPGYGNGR
ASAP1 inh: blocks human ASAP1-stimulated Arf1 GTP hydrolysis; hit rate 0.19% among 360,000; AID 624377; GDP FP detection; inhibition, % at 16.5 µM; Q9ULH1; in the data active = inhibition above about 25%;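 also: 0% = vehicle with enzyme and substrate and 100% = no enzyme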
MBD2 inh: inhibitors of human MBD2 binding to methylated oligonucleotide; Q9UBB5; TR-FRET; inhibition, % at 4.4 µM; hit rate 0.31% among 370,000; AID 686964; in the data active = inhibition above about 13%
ADAM17 inh: inhibitors of human ADAM17; inhibition, % at 6.95 µM; hit rate 0.83% among 370,000; recombinant ADAM17, EDANS/DABCYL FRET peptide cleavage; AID 720648; P78536;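 active = inhibition above the mean of compounds lying between control limits plus 3 SD, set per campaign, cut at about 8.5% in these data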;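 also: 0% = DMSO-only wells as the low control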
proKLK7 act: activates the human kallikrein-7 zymogen. P49862. activation, % at 7 µM. hit rate 0.9% among 370,000. purified proKLK7, EDANS-DABCYL substrate fluorescence; 100% is mature enzyme control, 0% vehicle. AID 652039;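 active = activation above the mean of all tested compounds plus 3 SD, computed per campaign excluding outliers beyond control limits, cut at about 13% in these data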
Target sequence (P49862 whole entry, looked up): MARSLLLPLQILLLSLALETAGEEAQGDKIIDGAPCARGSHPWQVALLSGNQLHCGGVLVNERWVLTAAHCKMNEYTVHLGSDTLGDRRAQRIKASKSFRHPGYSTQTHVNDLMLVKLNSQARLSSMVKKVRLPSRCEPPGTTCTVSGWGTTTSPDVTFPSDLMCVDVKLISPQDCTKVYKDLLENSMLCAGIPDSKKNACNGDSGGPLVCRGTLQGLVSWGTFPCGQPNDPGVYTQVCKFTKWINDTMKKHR
Tn6 DDE FP: disrupts Tn6 cyclic peptide binding to fibrin D-Dimer-E complex; P02675; inhibition, % at 8.3 µM; hit rate 0.21% among 370,000; Fibrin DD(E) TRITC-Tn6 fluorescence polarization displacement;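 active = inhibition above a per-campaign cutoff: mean of compounds within control limits plus 3 SD, cut at about 15% in these data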;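 also: 0% = median of all compound wells on the plate and 100% = blocking peptide control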
PLCg1 inh: blocks human PLC-gamma1 enzyme activity. P19174. purified PLC-gamma1, fluorogenic substrate, fluorescence. inhibition, % at 12.2 µM. hit rate 0.84% among 370,000; in the data active = inhibition above about 9.5%
PLC-beta3 inh: PLC-beta3 (human) inhibition, primary screen. Purified PLC-beta3, fluorogenic substrate, fluorescence. inhibition, % at 12.2 µM. hit rate 0.18% among 370,000; in the data active = inhibition above about 11%;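 also: 0% = median of compound wells on plate and 100% = full blocker control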
* marks the source's active call; other numbers are inactive results; . = no result given. Hits appear at their usual frequency; 4.1% or so of the library scored in one or more.

SMILES,ARFGAP1 inh,DDE Tn7 FP inh,UHRF1 MBD2 ctr,ASAP1 inh,MBD2 inh,ADAM17 inh,proKLK7 act,Tn6 DDE FP,PLCg1 inh,PLC-beta3 inh
O=C(N/N=C/c1ccccc1C(=O)O)c1cc(-c2ccc3c4c(cccc24)CC3)n[nH]1,6,-7,-1,4,2,-1,-1.0,-16,-12,-17
COc1ccc(C2CC(c3ccc(OC)cc3O)=NN2C(=O)c2ccccc2)cc1 (configuration not stated),15,-2,1,5,1,-3,0.4,-3,-5,-11
C/C(O)=c1/ccc2cccc3nc(C)nc1c23,18,1,-20,-15,-8,-18,3.0,-3,-290,-467
Cc1cnc(C(=O)N(c2ccc(N3CCOCC3)cc2)C2C(=O)Nc3ccccc3N=C2c2ccc3c(c2)OCO3)cn1 (configuration not stated),-2,-3,-3,2,1,11*,0.7,-5,-10,-11
CCOc1ccc(CN2CCN(CC3=Cc4cccc(OC)c4OC3)CC2CCO)cc1 (configuration not stated),1,2,-4,-3,-1,-2,1.2,4,2,3
COc1ccc(CCC(=O)Nc2ccc(S(=O)(=O)N3CCCC3)cc2)cc1OC,-5,1,3,3,7,1,0.6,-2,4,-7
CCCCn1c(=O)[nH]c(=O)c2c1nc(-c1ccccc1OC(F)F)n2C,-5,4,-1,0,-1,-4,0.1,0,-1,-10
Cc1cnc(C(=O)OCC(=O)Nc2cccc(S(=O)(=O)N3CCCCC3)c2)cn1,1,-2,14,-12,1,-4,-0.3,-6,1,1
C[C@@H]1CN([C@H](C)CO)C(=O)CCCn2nncc2CO[C@H]1CN(C)Cc1cccc(O)c1,9,-8,0,-3,-2,-2,-0.7,4,-1,0
O=C(COc1cccc(Oc2ccccc2)c1)Nc1ccc(SC(F)F)cc1,11,-6,-1,7,-1,10*,-0.5,0,1,-1
COc1ccc(NC(=O)Nc2cccc3c2O[C@H](CN(C)C(=O)NC2CCCCC2)[C@@H](C)CN([C@H](C)CO)C3=O)cc1,4,7,0,-2,-6,0,0.3,7,1,5
O=C(c1c[nH]c2ccccc12)N1CCN(Cc2ccccc2)CC1,-3,-6,1,-1,1,-3,-0.1,-1,1,-3
O=C(CSc1nc(=O)n(CCN2CCOCC2)c2c1CCC2)Nc1ccc(OC(F)(F)F)cc1,4,-5,1,5,2,-3,-0.2,-5,0,-6
COc1ccc2c(Cl)c(C(=O)NCc3ccco3)sc2c1,-8,3,-1,-14,4,-6,-0.1,1,0,-3
CCCn1nc2cc(C(=O)NC3CCc4ccccc43)ccc2c1OCC (configuration not stated),10,-1,-3,12,-4,-160,-12,6,-318,-416
NC(=O)C1CCN(C(=O)Cc2ccc([N+](=O)[O-])cc2)CC1,-3,-11,0,4,3,-1,-0.8,-4,0,-2
O=C(CSCc1ccc(Cl)cc1)Nc1ccccc1C(=O)N1CCOCC1,4,-9,-3,-2,-3,-2,-0.2,-9,1,1
CCO[C@@H]1OC(C(=O)NCc2nc3ccccc3[nH]2)=C[C@H](c2cn(C(C)=O)c3ccccc23)[C@H]1CCCO,4,-1,-1,12,-5,-3,0.5,-7,-1,-4
O=S(=O)(Nc1ccc(Cl)cc1NS(=O)(=O)c1ccccc1)c1ccccc1,-9,9,-1,-2,-7,4,0.2,19*,-3,-4
O=C(NCC(=O)N(Cc1ccccc1)C(C(=O)NCC1CCCO1)c1ccccc1)c1cccs1 (configuration not stated),3,-3,-2,-10,-1,-3,0.5,-2,2,2
CN(C)S(=O)(=O)c1ccc(C(=O)Nc2ccnn2C2CCCCC2)cc1,5,-7,-1,2,3,-4,0.2,-5,-2,-2
COc1cccc(NC(=O)CN(C)C(=O)c2cc(-c3ccccc3)nc3ccc(C)cc23)c1,18,8,0,-2,3,4,-0.4,-6,0,-5
COc1cccc(/C=N/n2cnnc2)c1OCc1ccccc1,-5,-1,-3,7,-5,-7,0.6,1,-49,-60
Cc1ccccc1N1OC2C(=O)N(c3ccc(F)cc3)C(=O)C2C1c1ccccn1 (configuration not stated),2,-5,-10,7,-3,1,-0.4,12,-3,-2
CCC(CC)C(=O)N(C)c1c(C)nc2c(OCc3ccc(Cl)cc3Cl)cccn12,1,2,5,-15,3,4,0.7,-5,4,4
COc1ccccc1C(CNC(=O)c1cccc(NS(=O)(=O)c2ccc(C)c(F)c2)c1)N(C)C (configuration not stated),8,-2,2,7,0,-1,1.0,2,-4,-3
COc1ccc(CNC(=O)C2CCN(S(=O)(=O)N3CCCC3)CC2)cc1,-12,-1,2,-1,8,-5,-0.6,1,3,-7
Cc1nn(-c2ccccc2)c2sc(C(=O)OC3CCOC3=O)cc12 (configuration not stated),4,2,-3,-11,1,-131,20*,8,-138,-186
CCN1CCN(C(=S)NC(=O)c2cccs2)CC1,-5,-3,1,6,0,-4,1.1,5,-12,-14
O=C(O)c1ccccc1/C=N/n1c(C2CCCCC2)n[nH]c1=S,3,1,-2,-2,1,-6,-0.3,-3,-2,-5
COC(=O)c1cc2occc2n1Cc1ccc(Cl)cc1,-2,0,-4,-8,2,1,1.0,3,-2,-3
Cc1cc(NC(=O)CN2C(=O)NC3(CCCCC3)C2=O)ccc1N1CCCC1,-4,2,0,-3,-7,-2,-1.3,-9,-40,-51
O=C(Cc1ccccc1Cl)Nc1nc2ccccc2[nH]1,5,0,-3,10,-1,-6,-2.4,-4,-14,-24
CCN1CCN(C(=O)c2ccc(CS(=O)(=O)Cc3ccccc3Cl)o2)CC1,20,-2,2,6,1,-2,0.6,-6,1,-3
COC(=O)c1ccccc1S(=O)(=O)N1CCC(NC(=O)c2ccccc2)CC1,10,-1,-1,14,2,-2,0.3,-11,-1,-1
Cc1c(C)c(C)c2[nH]c(=S)[nH]c2c1C,0,-9,4,2,1,2,-0.2,2,9,-2
CC(=O)COC(=O)c1ccc2noc(-c3ccccc3)c2c1,-13,3,-5,-4,-5,-280,-2.2,9,-19,-29
O=C(O)/C(=C\c1ccccc1)c1ccc2ccccc2c1,5,2,2,-7,-2,-4,-0.2,-4,-7,-13
COc1ccc(OC)c(-c2nn(-c3ccccc3)cc2C(=O)NC2(C)CCS(=O)(=O)C2)c1 (configuration not stated),4,-6,0,11,-4,-3,1.0,5,1,2
O=C(CNCc1cccc(Cl)c1)N1CCc2ccccc2C1,7,-7,0,0,-2,-1,-0.5,1,2,-4
CCC(C)N1C(=O)CCC1C(=O)NCc1ccc2c(c1)OCO2 (configuration not stated),9,10,-1,-7,1,-4,-0.6,1,0,-5
Cc1ccc(S(=O)(=O)N2CCN(S(C)(=O)=O)C2C)cc1 (configuration not stated),-8,11,1,-3,3,-5,-0.7,2,2,-6
O=C(NCCCN1CCOCC1)c1ccc(Br)s1,-10,9,5,-15,4,-5,-0.6,3,-2,0
Cc1ccccc1Nc1nnc(SCC(=O)c2ccc(O)cc2O)s1,-7,1,1,2,-2,6,0.3,2,2,-9
O=S(=O)(c1ccc(Cl)cc1)N1CCN(Cc2ccncc2)CC1,-7,-4,2,-2,3,-3,0.2,0,0,-3
COc1ccccc1CC(=O)Nc1ccc(-c2nnc(-c3ccco3)o2)cc1,-5,-4,0,3,-1,-84,-0.6,-6,-34,-41
CCc1ccc(/C=C/C(=O)NC2=NCCS2)cc1,.,-1,12,.,4,-1,.,2,3,5
Cc1cc(OCC(O)CN)ccc1Cl (configuration not stated),-1,8,2,4,-6,-7,0.1,-5,0,-5
COc1ccc(CNC(=O)CCSc2ccc(F)cc2)cc1OC,-3,-5,0,-7,4,1,-0.5,-1,-3,-6
C[C@H](CO)N1C[C@H](C)[C@@H](CN(C)S(=O)(=O)c2ccc(F)cc2)Oc2ncc(Br)cc2C1=O,-6,4,17,4,3,-5,-0.1,7,0,1
O=C(O)C1CC=CCC1C(=O)NC12CC3CC(CC(C3)C1)C2 (configuration not stated),-3,-1,0,-15,0,1,0.0,7,2,0
CCc1cccc(C)c1NC(=S)NCc1ccccc1,8,-3,1,10,-2,3,0.0,3,4,3

2 entries drawn at random from those above, as already listed:
SMILES,ARFGAP1 inh,DDE Tn7 FP inh,UHRF1 MBD2 ctr,ASAP1 inh,MBD2 inh,ADAM17 inh,proKLK7 act,Tn6 DDE FP,PLCg1 inh,PLC-beta3 inh
Cc1cc(OCC(O)CN)ccc1Cl (configuration not stated),-1,8,2,4,-6,-7,0.1,-5,0,-5
COC(=O)c1cc2occc2n1Cc1ccc(Cl)cc1,-2,0,-4,-8,2,1,1.0,3,-2,-3

11 compounds out of the list, ordered by length of the SMILES, low to high.
SMILES,ARFGAP1 inh,DDE Tn7 FP inh,UHRF1 MBD2 ctr,ASAP1 inh,MBD2 inh,ADAM17 inh,proKLK7 act,Tn6 DDE FP,PLCg1 inh,PLC-beta3 inh
Cc1cc(OCC(O)CN)ccc1Cl (configuration not stated),-1,8,2,4,-6,-7,0.1,-5,0,-5
O=C(NCCCN1CCOCC1)c1ccc(Br)s1,-10,9,5,-15,4,-5,-0.6,3,-2,0
Cc1c(C)c(C)c2[nH]c(=S)[nH]c2c1C,0,-9,4,2,1,2,-0.2,2,9,-2
COC(=O)c1cc2occc2n1Cc1ccc(Cl)cc1,-2,0,-4,-8,2,1,1.0,3,-2,-3
O=C(CNCc1cccc(Cl)c1)N1CCc2ccccc2C1,7,-7,0,0,-2,-1,-0.5,1,2,-4
O=C(O)/C(=C\c1ccccc1)c1ccc2ccccc2c1,5,2,2,-7,-2,-4,-0.2,-4,-7,-13
O=S(=O)(c1ccc(Cl)cc1)N1CCN(Cc2ccncc2)CC1,-7,-4,2,-2,3,-3,0.2,0,0,-3
O=C(O)c1ccccc1/C=N/n1c(C2CCCCC2)n[nH]c1=S,3,1,-2,-2,1,-6,-0.3,-3,-2,-5
COc1ccccc1CC(=O)Nc1ccc(-c2nnc(-c3ccco3)o2)cc1,-5,-4,0,3,-1,-84,-0.6,-6,-34,-41
Cc1cc(NC(=O)CN2C(=O)NC3(CCCCC3)C2=O)ccc1N1CCCC1,-4,2,0,-3,-7,-2,-1.3,-9,-40,-51
COC(=O)c1ccccc1S(=O)(=O)N1CCC(NC(=O)c2ccccc2)CC1,10,-1,-1,14,2,-2,0.3,-11,-1,-1

High-throughput results (PubChem)
